Screening data: PubChem BioAssay, NCI
Growth percent in the NCI-60 one-dose screen (48 h, 10 µM unless noted): 100 = growth as untreated, 0 = no growth, -100 = all killed.
SK-MEL-5 – SK-MEL-5 melanoma. 80,000 tested, 6.4% active. AID 1794755
HS 578T – HS 578T breast cancer; AID 1794788; 78,000 tested, 4.1% active
SK-MEL-2 – SK-MEL-2 melanoma; AID 1794763; 77,000 tested, 4.7% active
MALME-3M – MALME-3M melanoma | 78,000 tested, 5.8% active
T-47D – T-47D breast cancer; 79,000 tested, 5% active
LOX IMVI – LOX IMVI melanoma | 79,000 tested, 7.4% active
UACC-257 – UACC-257 melanoma; 78,000 tested, 4.4% active; AID 1794764
SK-MEL-28 – SK-MEL-28 melanoma. 81,000 tested, 4.1% active. AID 1794761
* = called active by the depositor; & = joins results of further samples. The calls were made as follows: active = growth percent below 10; inactive = the rest. A portion of the library. The share of hits here may be higher or lower than overall.

What do the screens show for `CC1(C)C(=O)CC[C@H]2C1=CC[C@@H]1[C@@H]2CC[C@]2(C)[C@@H](O)CC[C@@H]12`?
SK-MEL-5: 98; HS 578T: 96; SK-MEL-2: 97; MALME-3M: 90; T-47D: 101; LOX IMVI: 93; UACC-257: 103; SK-MEL-28: 110

How did CCN(CC)CCN(C)C(=O)C(O)(c1ccccc1)c1ccccc1 do in these assays?
SK-MEL-5: 93; SK-MEL-2: 118; MALME-3M: 103; T-47D: 95; LOX IMVI: 102; UACC-257: 100; SK-MEL-28: 107

What do the screens show for `Cc1ccc(OC(=O)N(C)C)cc1`?
SK-MEL-5: 103; HS 578T: 123; MALME-3M: 106; T-47D: 95; LOX IMVI: 101; UACC-257: 101; SK-MEL-28: 105

How did CN(N=O)C1(C)C2CCC(C2)C1(C)C (configuration not stated) do in these assays?
SK-MEL-5: 104; HS 578T: 108; SK-MEL-2: 107; MALME-3M: 109; T-47D: 97; LOX IMVI: 94; UACC-257: 101; SK-MEL-28: 106

Results for C=C[C@@H](O)C#CC#CC/C=C\CCCCCCC ?
SK-MEL-5: 105; HS 578T: 100; SK-MEL-2: 116; MALME-3M: 75; T-47D: 101; LOX IMVI: 88; UACC-257: 107; SK-MEL-28: 105

Results for C/C(=C\c1cc(C(F)(F)F)nn1CCNC(=O)OC(C)(C)C)[C@@H]1C[C@@H]2O[C@]2(C)CCC[C@H](C)[C@H](O)[C@@H](C)C(=O)C(C)(C)[C@@H](O)CC(=O)O1 ?
SK-MEL-5: 39; HS 578T: 61; SK-MEL-2: 75; MALME-3M: 70; T-47D: 58; LOX IMVI: 56; UACC-257: 84; SK-MEL-28: 79

Results for COC(=O)CCC1=C(C)c2cc3[n-]c(cc4nc(cc5[n-]c(cc1n2)c(CCC(=O)OC)c5C)C=C4C)cc3C.[Cd+2] ?
SK-MEL-5: -7.5*; HS 578T: 40; SK-MEL-2: 32; MALME-3M: 21; T-47D: 43; LOX IMVI: 44; UACC-257: 79; SK-MEL-28: 69

Results for CCCCOc1nc2c(C)cccc2cc1C(c1c(O)c2ccccc2oc1=O)c1cn(Cc2ccccc2)c2ccccc12 (configuration not stated) ?
HS 578T: 98; SK-MEL-2: 92; MALME-3M: 98; T-47D: 91; LOX IMVI: 101; UACC-257: 81; SK-MEL-28: 92

How did CCCCCCC(C)(C)c1ccc([C@@H]2C[C@H](O)CC[C@H]2CCCO)c(O)c1 do in these assays?
SK-MEL-5: 88; HS 578T: 102; SK-MEL-2: 93; MALME-3M: 92; T-47D: 88; LOX IMVI: 95; UACC-257: 84; SK-MEL-28: 103

How did N#CC1(c2ccccc2)CCN(Cc2ccccc2)CC1 do in these assays?
SK-MEL-5: 102; HS 578T: 96; SK-MEL-2: 100; MALME-3M: 138; T-47D: 100; LOX IMVI: 102; UACC-257: 115; SK-MEL-28: 122

Results for CNC(=O)Oc1cc(C)c[n+](Cc2ccc(Cl)cc2)c1 ?
SK-MEL-5: 104; HS 578T: 106; SK-MEL-2: 99; MALME-3M: 111; T-47D: 95; LOX IMVI: 99; SK-MEL-28: 107

What do the screens show for `CCC(=O)C(CC(C)N1CCCCCC1)(c1ccccc1)c1ccccc1` (configuration not stated)?
SK-MEL-5: 98; HS 578T: 97; SK-MEL-2: 103; MALME-3M: 94; T-47D: 95; LOX IMVI: 103; UACC-257: 100; SK-MEL-28: 95

How did Nc1ccc(C(=O)Oc2ccc(CCN3CCCCC3)cc2)cc1 do in these assays?
SK-MEL-5: 106; HS 578T: 104; SK-MEL-2: 122; MALME-3M: 103; T-47D: 104; LOX IMVI: 101; UACC-257: 96; SK-MEL-28: 102

Results for NP(N)(=O)NC(=O)c1ccc(F)cc1 ?
SK-MEL-5: 97; HS 578T: 98; SK-MEL-2: 109; MALME-3M: 97; T-47D: 98; LOX IMVI: 100; UACC-257: 96; SK-MEL-28: 109

Results for CN(c1ccccc1)P(=O)(N1CC1)N1CC1 ?
SK-MEL-5: 95; HS 578T: 107; SK-MEL-2: 95; MALME-3M: 86; T-47D: 101; LOX IMVI: 90; UACC-257: 100; SK-MEL-28: 104

How did O=C(CBr)OCCOC(=O)CBr do in these assays?
SK-MEL-5: 99; HS 578T: 3.4*; SK-MEL-2: 103; MALME-3M: 76; T-47D: 80; LOX IMVI: 37; UACC-257: 83; SK-MEL-28: 80

How did C(=N\N1CCCCCC1)/c1c[nH]c2ccccc12 do in these assays?
SK-MEL-5: 107; HS 578T: 102; SK-MEL-2: 90; T-47D: 102; LOX IMVI: 91; UACC-257: 103; SK-MEL-28: 112

Results for COc1ccc(C2=NN(c3cc(Cl)cc(Cl)c3)C(c3sc(N(CCCl)CCCl)nc3Cl)C2)cc1 (configuration not stated) ?
SK-MEL-5: 100; HS 578T: 98; SK-MEL-2: 98; MALME-3M: 95; T-47D: 88; LOX IMVI: 95; UACC-257: 99; SK-MEL-28: 105

What do the screens show for `O=[N+]([O-])c1ccc(N2CCOCC2)c2c1no[n+]2[O-]`?
SK-MEL-5: 25; HS 578T: 1.7*; SK-MEL-2: -4.8*; MALME-3M: -13*; T-47D: 2.6*; LOX IMVI: -14*; UACC-257: 41; SK-MEL-28: 49

How did COC(=O)[C@@H](NC(=O)c1cn(CCC2CCCCC2)c2ccccc12)C(C)(C)C do in these assays?
HS 578T: 84; SK-MEL-2: 78; MALME-3M: 106; T-47D: 62; LOX IMVI: 54; UACC-257: 73; SK-MEL-28: 86

Results for C=C1[C@@H](C)C2[C@H](Cc3ccccc3)NC(=O)[C@]23[C@H](OC(C)=O)/C=C/[C@@](C)(O)C(=O)[C@@H](C)C/C=C/[C@H]3[C@@H]1O (some centres not stated) ?
SK-MEL-5: 33; HS 578T: 9.1*; SK-MEL-2: 82; MALME-3M: 81; T-47D: 82; LOX IMVI: 1.6*; SK-MEL-28: 87

What do the screens show for `O=C(CCN1CC1)OCC1CC2C=CC1C2` (configuration not stated)?
SK-MEL-5: 103; HS 578T: 106; SK-MEL-2: 105; MALME-3M: 101; T-47D: 104; LOX IMVI: 98; UACC-257: 103; SK-MEL-28: 110

Results for CCCCNC(C)(C)C(O)c1ccccc1 (configuration not stated) ?
SK-MEL-5: 104; HS 578T: 98; SK-MEL-2: 104; MALME-3M: 111; T-47D: 84; LOX IMVI: 99; SK-MEL-28: 111

How did COc1ccc(C(=O)c2sc3nc4c(cc3c2N)N2CCC4CC2)cc1 do in these assays?
SK-MEL-5: 68; HS 578T: 109; SK-MEL-2: 91; MALME-3M: 106; T-47D: 69; LOX IMVI: 92; UACC-257: 108; SK-MEL-28: 111

Results for COc1cc2c(cc1OC)-c1c3c(cc4c1[C@@H](C2)N(C)CC4)OCO3 ?
SK-MEL-5: 58; HS 578T: 80; SK-MEL-2: 88; MALME-3M: 54; T-47D: 57; LOX IMVI: 26; UACC-257: 35

How did NC1=NNC2NNC(N)=NC2=N1 (configuration not stated) do in these assays?
SK-MEL-5: 111; HS 578T: 102; SK-MEL-2: 105; MALME-3M: 117; T-47D: 108; LOX IMVI: 94; UACC-257: 98; SK-MEL-28: 109

Results for COC(=O)C[Se]C(=O)c1ccccc1OC(C)=O ?
SK-MEL-5: 91; HS 578T: 66; SK-MEL-2: 87; MALME-3M: 70; T-47D: 85; LOX IMVI: 60; UACC-257: 60; SK-MEL-28: 84

What do the screens show for `O=P(CCl)(N1CC1)N1CC1`?
SK-MEL-5: 110; HS 578T: 109; SK-MEL-2: 150; MALME-3M: 112; T-47D: 117; LOX IMVI: 109; UACC-257: 120; SK-MEL-28: 111

How did ClC(CN(Cc1ccccc1)Cc1ccccc1)c1ccccc1 (configuration not stated) do in these assays?
SK-MEL-5: 100; HS 578T: 89; SK-MEL-2: 98; MALME-3M: 101; T-47D: 78; LOX IMVI: 94; SK-MEL-28: 110

Results for COc1ccccc1/C=C(/C)[N+](=O)[O-] ?
SK-MEL-5: 102&80; HS 578T: 118&97; SK-MEL-2: 86&95; MALME-3M: 89&73; T-47D: 87&36; LOX IMVI: 92&22; UACC-257: 75&81; SK-MEL-28: 116&83

Results for ClCC[N+]12CC[N+](CCCl)(CC1)C2 ?
SK-MEL-5: 100; HS 578T: 114; MALME-3M: 94; T-47D: 102; LOX IMVI: 93; UACC-257: 106; SK-MEL-28: 102

What do the screens show for `O=C(O)C1C2c3ccccc3C(O)C1(C(=O)O)c1ccccc12` (configuration not stated)?
SK-MEL-5: 103; HS 578T: 109; SK-MEL-2: 97; T-47D: 112; LOX IMVI: 101; UACC-257: 106; SK-MEL-28: 116

What do the screens show for `C#C[C@@H]1CC2C3CCC4=C[C@@H](OC(C)=O)CCC4C3CC[C@]2(C)[C@H]1OC(C)=O` (some centres not stated)?
SK-MEL-5: 57; SK-MEL-2: 126; MALME-3M: 97; T-47D: 86; LOX IMVI: 84; UACC-257: 84; SK-MEL-28: 106

Results for O=C1C(P(=O)(O)O)CC(O)N1O (configuration not stated) ?
SK-MEL-5: 104; HS 578T: 104; SK-MEL-2: 111; MALME-3M: 114; T-47D: 98; LOX IMVI: 98; SK-MEL-28: 110

Results for CCCCOC(C(=O)OCCN(C)C)(c1ccccc1)c1ccccc1 ?
SK-MEL-5: 99; HS 578T: 94; SK-MEL-2: 116; MALME-3M: 105; T-47D: 115; LOX IMVI: 101; SK-MEL-28: 115

How did O=[N+]([O-])c1ccc(/C=C/C=C/c2ccc(S(=O)(=O)F)cc2Cl)c(Cl)c1 do in these assays?
SK-MEL-5: 101; HS 578T: 110; SK-MEL-2: 118; MALME-3M: 102; T-47D: 104; LOX IMVI: 105; UACC-257: 98; SK-MEL-28: 131

How did Cc1cccc([N+](=O)[O-])c1O do in these assays?
SK-MEL-5: 118; HS 578T: 121; SK-MEL-2: 107; MALME-3M: 123; T-47D: 113; LOX IMVI: 102; UACC-257: 90; SK-MEL-28: 114

What do the screens show for `COC(=O)C1CN1/C(C)=N/N=C1\C(=O)Nc2ccc(F)cc21` (configuration not stated)?
SK-MEL-5: 112; HS 578T: 100; SK-MEL-2: 110; MALME-3M: 112; T-47D: 102; LOX IMVI: 98; UACC-257: 110; SK-MEL-28: 115

Results for CNC(c1ccccc1)C(O)c1ccccc1 (configuration not stated) ?
SK-MEL-5: 100; HS 578T: 117; SK-MEL-2: 112; MALME-3M: 101; T-47D: 95; LOX IMVI: 94; UACC-257: 106; SK-MEL-28: 105

How did CN1C(=O)C(=Cc2ccc(O)cc2)C(=O)N(C)C1=O do in these assays?
SK-MEL-5: 103; HS 578T: 107; SK-MEL-2: 97; MALME-3M: 113; T-47D: 100; LOX IMVI: 105; UACC-257: 89; SK-MEL-28: 107

Results for CCC1([N+](=O)[O-])COP(=O)(NCc2cccnc2)OC1 (configuration not stated) ?
SK-MEL-5: 107; HS 578T: 107; SK-MEL-2: 111; LOX IMVI: 102; UACC-257: 113; SK-MEL-28: 113

Results for CCC1CN1P(=O)(N(CC)CC)N1CC1CC (configuration not stated) ?
SK-MEL-5: 110; HS 578T: 101; SK-MEL-2: 106; MALME-3M: 108; T-47D: 103; LOX IMVI: 96; UACC-257: 83; SK-MEL-28: 113

Results for O=C1C=Cc2ccccc2C1=O ?
SK-MEL-5: 31; HS 578T: 91; SK-MEL-2: 55; MALME-3M: 53; T-47D: 97; LOX IMVI: 90; UACC-257: 76; SK-MEL-28: 53

Of the compounds above, these have a nitro group on carbon.
What do the screens show for `O=[N+]([O-])c1ccc(N2CCOCC2)c2c1no[n+]2[O-]`?
SK-MEL-5: 25; HS 578T: 1.7*; SK-MEL-2: -4.8*; MALME-3M: -13*; T-47D: 2.6*; LOX IMVI: -14*; UACC-257: 41; SK-MEL-28: 49

Results for COc1ccccc1/C=C(/C)[N+](=O)[O-] ?
SK-MEL-5: 102&80; HS 578T: 118&97; SK-MEL-2: 86&95; MALME-3M: 89&73; T-47D: 87&36; LOX IMVI: 92&22; UACC-257: 75&81; SK-MEL-28: 116&83

How did O=[N+]([O-])c1ccc(/C=C/C=C/c2ccc(S(=O)(=O)F)cc2Cl)c(Cl)c1 do in these assays?
SK-MEL-5: 101; HS 578T: 110; SK-MEL-2: 118; MALME-3M: 102; T-47D: 104; LOX IMVI: 105; UACC-257: 98; SK-MEL-28: 131

How did Cc1cccc([N+](=O)[O-])c1O do in these assays?
SK-MEL-5: 118; HS 578T: 121; SK-MEL-2: 107; MALME-3M: 123; T-47D: 113; LOX IMVI: 102; UACC-257: 90; SK-MEL-28: 114

Results for CCC1([N+](=O)[O-])COP(=O)(NCc2cccnc2)OC1 (configuration not stated) ?
SK-MEL-5: 107; HS 578T: 107; SK-MEL-2: 111; LOX IMVI: 102; UACC-257: 113; SK-MEL-28: 113
